Screening results: PubChem, NCI
All columns: NCI-60 one-dose screen, growth in % after 48 h at 10 µM unless noted; 100 = growth as untreated, 0 = no growth, -100 = all killed.
K-562 – K-562 leukemia; actives 7.4% (n = 78,000)
MDA-MB-435 – MDA-MB-435 melanoma; actives 7.8% (n = 82,000)
MOLT-4 – MOLT-4 leukemia cells; actives 6.9% (n = 80,000); AID 1794779
MDA-MB-231 – MDA-MB-231 breast cancer; actives 5% (n = 81,000); AID 1794789
MDA-MB-468 – MDA-MB-468 breast cancer; actives 8.5% (n = 78,000); AID 2202374
RPMI-8226 – RPMI-8226 leukemia cells | AID 1794781 | actives 7.5% (n = 77,000)
SR – SR leukemia cells | actives 8.7% (n = 73,000)
CCRF-CEM – CCRF-CEM leukemia | actives 7% (n = 77,000)
* = called active by the depositor; / = no result given; ! = a repeat was not active. How the source made its calls: active means growth percent below 10; inactive means the rest.

SMILES	K-562	MDA-MB-435	MOLT-4	MDA-MB-231	MDA-MB-468	RPMI-8226	SR	CCRF-CEM
C[C@H](CCC(=O)O)[C@H]1CCC2C3C(=O)CC4CC(=O)CC[C@]4(C)C3CC(=O)[C@@]21C (some centres not stated)	128.4	100.0	107.2	109.0	100.3	104.3	111.6	102.5
C=C(C)[C@@H]1CCC2=C[C@H](C/C(C)=C/C3=CC(C(=O)OC)=C(C1)O3)OC2=O	92.7	100.3	99.4	84.1	101.4	/	107.1	104.2
COc1cc2nc(Nc3cccc(Cl)c3)nc(N)c2cc1OC	24.0	84.7	53.7	60.3	26.8	35.7	67.4	-81.3*
CN1c2ccccc2Sc2cc(/C=N/Nc3cccc(Br)c3)ccc21	22.3	62.1	76.4	80.5	79.1	98.7	33.9	56.9
O=C(O)COc1ccc(Cl)c(Cl)c1	109.4	104.1	100.9	115.2	99.5	100.8	93.7	100.3
CCc1ccnc2c(C#N)c(NC(=O)c3ccccc3)nn12	91.5	102.2	99.8	86.5	106.8	93.1	/	102.9
O=S(=O)(O)c1cc(N=Nc2cc(S(=O)(=O)O)c3cccnc3c2O)ccc1/C=C/c1ccc(N=Nc2cc(S(=O)(=O)O)c3cccnc3c2O)cc1S(=O)(=O)O	112.1	111.4	129.6	84.8	/	109.6	132.5	91.8
Cc1ccc(S(=O)(=O)/C(=N\O)C(=O)c2ccc3ccccc3c2)cc1	84.0	113.4	86.6	110.1	102.8	98.3	80.5	98.7
CN1CCN(c2ccc(Nc3c4ccccc4nc4ccccc34)cc2)CC1	105.0	110.5	97.5	105.3	102.1	120.5	103.1	104.5
Cc1ccc(CNC(=O)c2[nH]c3ccccc3c2Cl)cc1	100.8	99.4	91.5	112.1	106.9	101.7	/	99.9
COC(=O)[C@H](NC(=O)C1(C)CCC[C@]2(C)[C@H]3C[C@H]4C(C(C)C)=C[C@]3(CC[C@@H]12)[C@@H]1C(=O)CCC(=O)[C@@H]14)C(C)C (some centres not stated)	96.9	104.1	101.8	90.8	100.6	102.7	89.7	104.3
CCOc1ccc(NC(=S)NC2CCCCCCCCCCC2)cc1	78.0	90.9	72.9	116.2	/	80.9	75.4	79.8
OC(c1cc(-c2ccc(C(F)(F)F)cc2)nc(C(F)(F)F)c1)C1CCCCN1 (configuration not stated)	-27.9*	6.3*	-2.3*	-19.0*	-76.3*	-21.0*	-38.9*	-56.8*!
O=c1[nH][nH]c(Nc2ccccc2)c1N=Nc1ccccc1	/	108.7	/	96.0	51.0	120.0	/	97.0
COc1cc(C2CC(c3cccs3)=NN2C(C)=O)cc(OC)c1OC (configuration not stated)	60.0	93.3	95.6	81.3	89.2	89.1	81.8	113.6
O=C1C=C(C(O)c2cc(Cl)ccc2O)C(=O)c2ccccc21 (configuration not stated)	88.4	/	81.8	82.7	111.0	/	82.7	/
Nc1cc([N+](=O)[O-])ccc1F	107.0	100.1	100.8	98.0	114.2	101.6	93.1	107.5
NS(=O)(=O)c1ccc(CCNc2nc3c(-c4cccc(F)c4)nnn3c3ccccc23)cc1	75.5	91.5	74.9	89.5	78.2	45.9	76.1	84.0
Cc1cc(C)c(Br)c(C)c1Br	97.4	96.5	103.9	102.8	96.4	101.9	94.3	100.6
CCCC(C)(NS(=O)(=O)c1ccccc1)C(=O)O (configuration not stated)	94.8	101.5	98.2	111.1	104.9	105.8	109.2	110.0
COC(=O)[C@H]1[C@H]2C[C@@H]3c4[nH]c5cc(OC)ccc5c4CCN3C[C@H]2C[C@@H](OC(=O)c2ccc(N)cc2)[C@@H]1OC	67.8	110.4	67.0	90.7	98.9	/	49.5	59.7
CCCC/C(=C\C(=O)O)C(=O)O	90.7	110.2	88.9	114.5	111.0	93.7	84.2	/
COc1ccc(OC)c(NCC(=O)n2nc(/C=C\c3ccc(O)c(OC)c3)cc2/C=C\c2ccc(O)c(OC)c2)c1	4.4*	5.9*	7.7*	15.7	12.1	-8.7*	0.6*	5.5*
COc1ccc(CCC(=O)O)cc1	86.1	105.0	89.6	106.1	103.1	97.0	103.2	86.7
Nc1n[nH]c2cc(F)c([C@@H]3Nc4c(F)cc5[nH]ncc5c4[C@H]4C5CCC(C5)[C@@H]34)cc12 (some centres not stated)	11.6	-33.4*	14.8	15.5	-0.1*	5.6*	/	17.8

Next part (3 carried over from the part before).
SMILES	K-562	MDA-MB-435	MOLT-4	MDA-MB-231	MDA-MB-468	RPMI-8226	SR	CCRF-CEM
COc1ccc(OC)c(NCC(=O)n2nc(/C=C\c3ccc(O)c(OC)c3)cc2/C=C\c2ccc(O)c(OC)c2)c1	4.4*	5.9*	7.7*	15.7	12.1	-8.7*	0.6*	5.5*
COc1ccc(CCC(=O)O)cc1	86.1	105.0	89.6	106.1	103.1	97.0	103.2	86.7
Nc1n[nH]c2cc(F)c([C@@H]3Nc4c(F)cc5[nH]ncc5c4[C@H]4C5CCC(C5)[C@@H]34)cc12 (some centres not stated)	11.6	-33.4*	14.8	15.5	-0.1*	5.6*	/	17.8
Brc1ccc(Nc2nc3ccccc3nc2Nc2ccc(Br)cc2)cc1	-20.0*	-60.2*	-21.4*	-80.4*	-48.6*	-12.3*	-23.5*	-15.0*
CN(C)/C=C1\CC(C(=O)NCc2ccc(Cl)cc2Cl)NC1=O (configuration not stated)	/	112.4	98.9	114.9	100.8	97.1	91.9	99.6
O=c1[nH]c(=S)ccn1C1OC(CO)C(O)C1O (configuration not stated)	50.2	93.6	88.3	95.4	88.9	55.3	42.9	75.7
N#Cc1cc(Cl)c2c(c1)CN(c1ncc(Cc3cccc(N4CCOCC4)c3)s1)CC2	23.6	23.6	32.3	75.4	23.8	54.7	31.9	44.6
CC(=O)Nc1ccc(N=Nc2c(S(=O)(=O)O)cc3cc(S(=O)(=O)O)cc(NC(C)=O)c3c2O)cc1	94.0	115.0	95.9	112.8	105.0	105.7	96.3	99.2
COc1ccc(-c2cc(-c3ccc(N(C)C)cc3)nc(NC(=O)c3ccncc3)n2)cc1	95.0	104.2	110.9	110.6	75.5	93.0	120.6	96.8
COc1ccc(C2NC(=O)NC(/C=C/c3ccc(O)c(OC)c3)=C2C(=O)/C=C/c2ccc(O)c(OC)c2)cc1 (configuration not stated)	82.5	89.0	64.1	55.5	83.3	60.1	88.9	72.8
Cc1ccc(/C=C/C(=O)c2ccc(O)c(CN3CCN(c4cc5c(cc4F)c(=O)c(C(=O)O)cn5C4CC4)CC3)c2)c(C)c1	69.0	85.8	81.8	86.5	84.0	34.2	/	68.4
O=C(Nc1ccc(NC(=O)c2ccncc2)cc1)c1ccncc1	140.6	112.6	120.0	100.5	92.6	80.8	129.6	100.8
O=C(CC1(O)C(=O)N(Cc2ccccc2)c2ccccc21)c1cc2ccccc2oc1=O (configuration not stated)	54.5	110.9	73.8	81.7	62.0	81.7	42.8	86.9
C=C(C)P(=O)(OC(C)CCl)OC(C)CCl (configuration not stated)	109.9	98.5	105.8	108.1	92.0	113.8	99.3	/
COc1cc2ncnc(Nc3ccc(S(=O)(=O)Nc4nccs4)cc3)c2cc1OCCCN1CCN(C)CC1	118.9	105.1	107.2	112.9	118.9	108.1	111.0	106.7
COc1ccc(C(=NN=C(N)N)c2ccc(OC)cc2)cc1	19.9	-35.2*	40.0	48.4	-17.7*	49.4	/	60.0
CCOC(=O)c1ccc(NC(=O)c2cc3c(C)nn(-c4ccccc4)c3s2)cc1	107.3	108.4	109.4	100.6	111.2	102.4	101.7	99.6
Oc1ccccc1/C=C/c1cnccn1	93.2	104.0	105.0	102.6	110.2	91.9	87.5	90.2
COc1cnc2c(c1)C(=O)c1c-2n(CCCN2CCNCC2)c(=O)c2cc([N+](=O)[O-])ccc12	-50.1*	-92.0*	-4.7*	-77.4*	-74.8*	-37.1*	-21.7*	-23.0*
CCCCCCC1CCC(=O)O1 (configuration not stated)	108.0	108.7	103.7	95.5	100.0	109.0	45.7	99.8
CNc1nc(NC)nc(NNC(=O)c2ccccc2)n1	115.5	/	94.6	91.9	/	102.3	108.7	95.7
O=C(Nc1ccc2c(c1)C(N1CCOCC1)c1ccccc1-2)C(F)(F)F (configuration not stated)	98.8	129.3	87.7	94.7	100.8	107.9	97.5	77.9
NS(=O)(=O)c1ccc(Cn2c(SCC(=O)N/N=C/c3ccc(O)cc3)nc3ccccc3c2=O)cc1	100.1	103.9	105.8	95.6	108.0	95.1	107.8	100.0
O=C1C(=Nc2cccc(Cl)c2)CC(c2ccc(Cl)cc2)N1c1cccc(Cl)c1 (configuration not stated)	89.8	107.6	68.8	95.7	/	82.2	47.0	89.6
COc1ccc(CCNC(=O)/C=C\C(=O)O)cc1OC	98.9	96.7	97.8	93.9	107.2	101.6	99.4	/
O=C(O)CSCC(=O)Nc1cc(C(F)(F)F)cc(C(F)(F)F)c1	101.1	102.5	112.5	105.5	93.3	101.4	112.5	114.6
O=c1oc2cc(Br)ccc2cc1-c1nc2ccccc2[nH]1	94.5	99.5	98.8	74.0	86.2	90.2	78.5	100.7
Nc1cc2c(cc1Cl)-c1ccccc1/C2=N\O	104.2	96.8	70.0	97.9	100.0	84.2	66.6	59.2

Molecules shown so far with a thiophene ring, fused or not:
SMILES	K-562	MDA-MB-435	MOLT-4	MDA-MB-231	MDA-MB-468	RPMI-8226	SR	CCRF-CEM
COc1cc(C2CC(c3cccs3)=NN2C(C)=O)cc(OC)c1OC (configuration not stated)	60.0	93.3	95.6	81.3	89.2	89.1	81.8	113.6
CCOC(=O)c1ccc(NC(=O)c2cc3c(C)nn(-c4ccccc4)c3s2)cc1	107.3	108.4	109.4	100.6	111.2	102.4	101.7	99.6

The list goes on.
SMILES	K-562	MDA-MB-435	MOLT-4	MDA-MB-231	MDA-MB-468	RPMI-8226	SR	CCRF-CEM
COc1ccccc1CNC(=O)c1nc(-c2cc(OC)c(OC)c(OC)c2)n(-c2ccc(OC)c(OC)c2)n1	124.8	96.5	110.5	69.0	84.0	95.6	86.7	105.7
COc1cc(-c2nc3ccccc3[nH]2)ccc1OCC(=O)NN	94.3	97.8	99.1	92.2	97.9	107.4	/	91.6
COC(=O)[C@@H](NC(=O)[C@@H](OC)[C@@H]1Cc2cc3cc(OC4CC(OC5CC(O)C(O)C(C)O5)C(O)C(C)O4)c(C)c(O)c3c(O)c2C(=O)[C@H]1OC1CC(OC2CC(OC3CC(C)(O)C(O)C(C)O3)C(O)C(C)O2)C(O)C(C)O1)C(C)C (some centres not stated)	5.8*	18.9	1.4*	10.9	-3.9*	-1.2*	-8.2*	7.9*
Cc1cccc(NC(=O)Oc2ccc(C#N)cc2)c1	100.3	101.1	96.4	93.8	101.4	100.5	98.1	97.1
O=C(CSc1nnc(-c2ccco2)o1)NNC(=O)c1ccc(Cl)cc1	113.7	98.0	127.4	107.4	/	104.8	84.7	98.9
CC(O)C1CCC2C3CCC4CC(O)CCC4(C)C3C(=O)CC12C (configuration not stated)	98.7	103.2	95.9	/	106.9	98.5	102.5	89.1
Cc1nn(-c2ccccc2)c2ncnc(NCCc3ccccc3)c12	34.4	93.0	46.8	110.2	107.5	87.8	46.3	93.1
S=C(N/N=C/c1ccc(Cl)cc1)N/N=C/c1ccc(Cl)cc1	107.2	92.7	112.6	113.0	97.6	103.5	103.6	106.4
Cc1onc2c(-c3ccccc3)n[nH]c(=O)c12	69.8	96.9	76.0	100.5	98.3	107.2	/	105.7
C=C(C)[C@@H]1CC[C@]2(C(=O)O)CC[C@]3(C)[C@H](CC[C@@H]4[C@@]5(C)CCC(N)C(C)(C)[C@@H]5CC[C@]43C)[C@@H]12 (some centres not stated)	-28.2*	-51.0*	25.7	18.3	-23.2*	-33.6*	-8.9*	-8.4*
O=C(CS(=O)(=O)c1ccccc1)c1cc2ccccc2oc1=O	110.0	93.2	133.4	85.2	93.6	98.7	129.0	106.1
COc1ccc(C(=O)C(C)(CN(C)C)c2ccccc2)cc1 (configuration not stated)	73.0	101.6	94.9	105.9	89.7	86.5	83.2	/
Cc1cc(NC(=O)C2=C(O)c3ccccc3S(=O)(=O)N2C)no1	104.4	103.9	95.2	113.1	110.1	107.2	/	104.1
Cc1cc(C)[n+](C)c(C)n1	99.4	110.1	101.2	118.3	101.7	104.5	95.8	111.5
COc1ccc(-c2cc(CCCCO)on2)cc1[N+](=O)[O-]	106.6	99.4	118.7	95.6	102.9	104.8	/	113.7
COc1ccc(C2C(C(=O)Nc3ccc(F)cc3)=C(C)Nc3ncnn32)cc1 (configuration not stated)	/	91.2	/	100.8	122.4	100.6	/	100.7
CN(CCC(=O)c1ccccc1)Cc1ccccc1	107.2	97.9	100.1	119.9	105.3	87.9	107.6	91.7
O=S(=O)(NCCCNc1cc(-c2c(-c3cccc(O)c3)nc3sccn23)ccn1)c1cccc(F)c1	50.8	79.8	52.9	91.0	65.6	42.9	/	45.8
O=[N+]([O-])c1ccc(/C=C/c2nc3ccccc3n3c(=S)[nH]nc23)cc1	70.5	82.8	75.5	85.9	66.5	56.5	71.6	69.8
COc1cc(-c2n/c(=C\c3c(O)[nH]c4ccc(Cl)cc34)cc3c2=Nc2ccccc2-3)ccc1F	13.4	21.3	/	-7.9*	-7.1*	/	7.2*	/

No new results follow: entries from further up.
SMILES	K-562	MDA-MB-435	MOLT-4	MDA-MB-231	MDA-MB-468	RPMI-8226	SR	CCRF-CEM
S=C(N/N=C/c1ccc(Cl)cc1)N/N=C/c1ccc(Cl)cc1	107.2	92.7	112.6	113.0	97.6	103.5	103.6	106.4
Cc1onc2c(-c3ccccc3)n[nH]c(=O)c12	69.8	96.9	76.0	100.5	98.3	107.2	/	105.7
C=C(C)[C@@H]1CC[C@]2(C(=O)O)CC[C@]3(C)[C@H](CC[C@@H]4[C@@]5(C)CCC(N)C(C)(C)[C@@H]5CC[C@]43C)[C@@H]12 (some centres not stated)	-28.2*	-51.0*	25.7	18.3	-23.2*	-33.6*	-8.9*	-8.4*
O=C(CS(=O)(=O)c1ccccc1)c1cc2ccccc2oc1=O	110.0	93.2	133.4	85.2	93.6	98.7	129.0	106.1
